Bioassay records: PubChem, National Center for Advancing Translational Sciences (NCATS)
EPAC2 ag = qHTS for Agonist of cAMP-regulated guanine nucleotide exchange factor 4 (EPAC2): primary screen. Rap guanine nucleotide exchange factor 4 (Homo sapiens), Q8WZA2. EPAC2 activation, biochemical qHTS; response scale: 100% = 6.5 mM cAMP response. Potency, µM (series often up to 154 µM), inactives show at the highest dose activation, actives largely listed as activators. actives 0.079% (n = 360,000); also: potency is read from the fitted curve at half-maximal effect; nearly all actives have a fitted effect of over 50% in size
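Compounds were titrated in qHTS against a Rap1B-BODIPY-GDP (250 nM) complex with EPAC2 (100 nM) and GDP (50 uM). BODIPY-GDP release tracked at 480/540 nm over 30 min at room temperature, normalized to 6.5 mM cAMP.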
D3 antag = qHTS of D3 Dopamine Receptor Antagonist: qHTS | D3R cells, DiscoveRx beta-arrestin luminescence, antagonist mode; hits give low values | max response, negative = inhibition, % | actives 2.5% (n = 360,000) | AID 652054, 2013 | D(3) dopamine receptor (Homo sapiens), P35462; in the data active = max response below about -50%; inconclusive = no clear call, values can overlap the other calls; also: % is scaled to controls: 0 for no effect and ±100 for the full control effect; mostly tested at two doses, the higher about 12 µM
Target sequence (P35462 whole entry, looked up): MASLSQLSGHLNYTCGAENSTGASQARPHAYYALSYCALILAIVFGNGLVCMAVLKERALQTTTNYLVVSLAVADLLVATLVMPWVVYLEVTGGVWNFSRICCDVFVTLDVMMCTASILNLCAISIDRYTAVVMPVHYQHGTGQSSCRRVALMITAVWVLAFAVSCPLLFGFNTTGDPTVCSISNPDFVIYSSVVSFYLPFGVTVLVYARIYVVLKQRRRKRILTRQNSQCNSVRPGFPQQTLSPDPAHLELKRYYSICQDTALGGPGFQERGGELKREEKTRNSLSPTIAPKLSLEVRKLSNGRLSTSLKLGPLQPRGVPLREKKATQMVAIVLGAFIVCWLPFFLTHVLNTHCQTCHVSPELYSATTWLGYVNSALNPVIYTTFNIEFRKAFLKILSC
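Cells expressing the human receptor were seeded at 1500 cells/well, incubated overnight at 37 degrees C in 5% CO2, then exposed to library compounds with dopamine controls for 90 minutes at 37 degrees C before luminescent detection.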
CCT modulator = High-Throughput Screening for Modulators of Cytosolic Chaperonin Activity; activity change, % (test concentration not listed), hits read low; purified chaperonin ATPase assay, HTRF ADP detection, 30 min; AID 651819, 2012; actives 0.3% (n = 360,000); in the data active = activity change below about -30%; also: % is scaled to controls: 0 for no effect and ±100 for the full control effect
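First, chaperonin was dispensed at 40 nM or 20 nM final depending on batch activity. Next, compounds were pinned at 76 uM and ATP added at 10 uM. After 30 min at 37 °C, ADP detection reagents ran 30 min at ambient temperature.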
Akt phos inh = HTS Assay for Inhibitors of Akt Phophorylation: Primary Screen; Neuro2A IGF-stimulated pAkt S473 HTRF, 20 min; hits give low values; activity change, % for hits at 50 µM; actives 0.32% (n = 360,000); AID 651550, 2012; in the data active = activity change below about -80%; inconclusive = mostly about -51% to -80%; also: % is scaled to controls: 0 for no effect and ±100 for the full control effect
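Neuro2A cells in DMEM with 0.5% FBS, overnight at 37 deg C, given compound at single 50 µM final, then IGF (6 nM final) for 20 min at 37 deg C. Lysed; phospho-Akt Ser473 by HTRF after 24 h, 665/615 ratio.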
EPAC2 antag = qHTS for Antagonist of cAMP-regulated guanine nucleotide exchange factor 2 (EPAC2): primary screen | AID 720708, 2013 | Rap guanine nucleotide exchange factor 4 (Homo sapiens), Q8WZA2 | EPAC2 GEF exchange of Rap1B-BODIPY-GDP, fluorescence | actives 0.18% (n = 360,000) | Potency, µM (top dose mostly 114 µM), for inactives: at the top dose activity, negative = inhibition, usual class: inhibitors; also: potency is read from the fitted curve at half-maximal effect; % is scaled to controls: 0 for no effect and ±100 for the full control effect; nearly all actives have a fitted effect of over 45% in size; many of its hits are not listed in these tables
Mm-Cpn inhibitor = Inhibitors of TCP-1 ring complex (TRiC) of Methanococcus maripaludis (MmCpn): qHTS; Potency, µM (series often up to 76.9 µM), for the others: at the highest dose activity, negative = inhibition, hits mostly inhibitors; Chaperonin Mm-Cpn (Methanococcus maripaludis); purified Mm-Cpn ATPase, ADP Transcreener TR-FRET; actives 0.031% (n = 330,000); also: potency is read from the fitted curve at half-maximal effect; % is scaled to controls: 0 for no effect and ±100 for the full control effect; nearly all actives have a fitted effect of over 80% in size
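ATP (10 uM final) was added to archaeal chaperonin (25 nM final) after 10 min exposure to test compound at 37°C; after 30 min further incubation, ADP was detected by competitive TR-FRET.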
D3 ag = qHTS of D3 Dopamine Receptor Agonist: qHTS. D(3) dopamine receptor (Homo sapiens), P35462. D3R DiscoveRx beta-arrestin cells, luminescence, 90 min. max activation, %. actives 0.58% (n = 410,000). AID 652048, 2013; in the data active = max activation above about 30%; also: 0% is about no effect; mostly tested at two doses, the higher about 12 µM
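Agonist-mode cell screen: cells plated at 1500/well and incubated overnight at 37 °C, then exposed to library compounds for 90 min at 37 °C. Detection reagent was added for 30–60 min at room temperature, and luminescence was read.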
PTHR1 ag = qHTS for PTHR1 Agonists: Primary Screen. Parathyroid hormone/parathyroid hormone-related peptide receptor (Homo sapiens), Q03431. HEK293 GP2 PTHR1 cells, GloSensor cAMP luminescence, 1 h. Potency, µM (top dose mostly 115 µM), for inactives: at the highest dose activation, usual class: activators. actives 0.075% (n = 410,000). AID 743266, 2014; also: potency is read from the fitted curve at half-maximal effect; nearly all actives have a fitted effect of over 55% in size; some results filed as inactive show a strong effect at the top dose; inactives centre near -15; many of its hits are not listed in these tables
Target sequence (Q03431 whole entry, looked up): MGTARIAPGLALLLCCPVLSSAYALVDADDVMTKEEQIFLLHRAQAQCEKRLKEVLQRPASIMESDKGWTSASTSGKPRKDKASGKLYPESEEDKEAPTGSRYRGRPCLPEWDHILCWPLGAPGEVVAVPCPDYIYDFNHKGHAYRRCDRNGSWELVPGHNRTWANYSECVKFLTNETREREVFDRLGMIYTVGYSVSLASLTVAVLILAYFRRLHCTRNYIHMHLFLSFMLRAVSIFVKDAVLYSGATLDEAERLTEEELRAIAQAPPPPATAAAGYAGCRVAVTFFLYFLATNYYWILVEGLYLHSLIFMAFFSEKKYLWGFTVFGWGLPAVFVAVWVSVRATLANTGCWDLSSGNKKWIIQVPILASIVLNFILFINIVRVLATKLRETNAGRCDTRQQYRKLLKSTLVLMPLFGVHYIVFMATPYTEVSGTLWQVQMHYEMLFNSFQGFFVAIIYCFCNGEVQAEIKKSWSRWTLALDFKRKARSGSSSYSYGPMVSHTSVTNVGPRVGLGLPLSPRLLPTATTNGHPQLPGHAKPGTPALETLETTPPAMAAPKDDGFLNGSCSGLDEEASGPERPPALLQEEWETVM
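HEK-293-derived GP2 cells expressing PTHR1 and a GloSensor cAMP reporter, 3,000/well, plated overnight, given luciferin plus IBMX (each 0.5 mM as added) for 1 h at 37 °C, then compound for 1 h at 37 °C. Luminescence was read after 15 min at room temperature.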
* = called active by the depositor; i = inactive; u = inconclusive; x = not tested or not shown; & = joins results of further samples; [ ] = another dose, or the depositor's remark. Unless noted, calls follow the shape of the dose curve; as a rule, active = well fitted curve in the direction sought with a large enough effect; inconclusive = small, poorly fitted or top-dose-only effect, or another doubt; inactive = no such curve, though single readings can be large; an effect the other way counts as inactive or inconclusive. Only part of the results is shown; count on the stated rates, not on these rows.

SMILES	EPAC2 ag	D3 antag	CCT modulator	Akt phos inh	EPAC2 antag	Mm-Cpn inhibitor	D3 ag	PTHR1 ag
Cc1ccccc1Oc1ccc2c(c1)[C@@H]1C[C@H](N(C)C(=O)c3ccco3)[C@H]([C@H](C)O)C(=O)N1CC2	5.7%	10.3	-0.1	i	5.7%	x	4.2	-32.6%
CCN1CCN(C(C)C(=O)Nc2c(C)n(C)n(-c3ccccc3)c2=O)CC1 (configuration not stated)	6.7%	0.0	-1.9	i	-8.1%	-0.1%	-2.5	-14.8%[57.5 µM]
CCCOc1ccc(-c2c(C(=O)N/N=C/c3ccccc3OCC)nnn2-c2nonc2N)cc1	-14.1%	6.7	2.4	i	-2.2%	1.4%	10.6	i
O=C(O)CSc1nc2ccc(C(=O)c3ccccc3)cc2[nH]1	15.2%	-2.3	-2.1	i	1.2%	0.9%	-4.9	-0.5%
O=C(c1ccc(S(=O)(=O)c2ccccc2Cl)c([N+](=O)[O-])c1)N1CCCCCC1	-1.0%	61.4	-2.7	i	-1.7%	4.9%	-2.6	-39.6%[inhibitor]
COc1ccc(N2CCN(C(=O)C(Cc3ccccc3)NC(=O)c3ccccc3)CC2)cc1 (configuration not stated)	-4.0%	21.2	2.0	i	-6.5%	x	2.1	i
CCOC(=O)C1CCCN(C(=O)c2cc(OC)ccc2Br)CC1 (configuration not stated)	9.8%	0.0	0.1	i	5.9%	x	-3.7	i
COC(=O)c1cnn2c3c(c(C)nc12)CCCC3	-7.0%	4.6	-0.9	i	9.1%	-4.7%	4.3	-1.6%[57.5 µM]
COc1ccc(NS(=O)(=O)c2ccc(C)c(NC(=O)CN3C(=O)NC4(CCCC4)C3=O)c2)cc1	2.6%	7.3	-0.7	i	-6.8%	2.8%	0.2	-5.1%
CCOC(=O)C(Cc1ccccc1)C(=O)NCc1ccccc1 (configuration not stated)	10.5%	u	-2.4	i	-11.5%	-0.3%	1.7	-8.5%
COc1ccccc1NC(CC(=O)c1ccccc1)C(=O)OCC(=O)c1ccc(C)cc1 (configuration not stated)	-5.1%	-23.3	-4.7	i	7.9%	-1.0%	3.3	i
O=C(O)C(=Cc1ccc([N+](=O)[O-])cc1)CCc1ccccc1	6.3%	-20.3	-3.3	i	19.6%	x	-1.9	i
CSc1nc2ccc(S(=O)(=O)N3CCCC3)cc2s1	-7.7%	24.8	1.7	i	13.2%	0.8%	3.9	i
O=[N+]([O-])c1ccc(Sc2ccccn2)nc1	6.4%	-1.6	1.1	i	-1.3%	-0.2%	1.8	i
C/C(=N\Nc1ccccn1)c1ccc(OC(F)F)cc1	-4.0%	6.3	2.3	i	-3.5%	-9.4%	2.4	-5.5%
O=C(Nc1cccc(Br)c1)c1ccccc1-c1ccccc1	13.0%	-6.0	-4.7	i	-1.5%	2.6%	0.8	i
COc1cccc(/C=N/NC(=O)CCc2n[nH]c(=O)[nH]c2=O)c1O	-7.0%	0.0	-1.5	i	7.2%	2.3%	4.9	-20.6%
CCN1C(=S)N[C@@H](CCc2ccccc2)C(C(=O)OC)=C1C	5.6%	-5.3	0.9	i	-2.2%	3.0%&0.1%	5.9	i
COc1ccccc1OCCn1c(=O)n(C)c2ccccc21	7.1%	0.0	0.6	i	0.9%	-2.2%	5.5	-2.6%
CC(=O)c1ccc(OCCCC(=O)OCC(=O)N2CCN(S(=O)(=O)c3ccc(C)cc3C)CC2)cc1	1.3%	29.6	-0.9	i	-3.1%	x	10.9	-29.3%
CNCCCOc1ccc2c(c1)CCC2	4.8%	1.2	-1.5	i	-6.7%	0.9%	-9.2	i
CCNC(=O)C1(C)CCCN(C(=O)c2oc3ccccc3c2C)C1 (configuration not stated)	4.9%	0.6	1.8	i	5.6%	x	2.7	0.9%
CCN1CCN(C(c2cccs2)C(C)NS(=O)(=O)c2ccccc2)CC1 (configuration not stated)	2.5%	10.5	0.8	i	17.4%	-2.6%	-5.4	-21.6%
Cc1nn(-c2ccccc2C(F)(F)F)c(=O)c2noc(C)c12	2.4%	-4.5	0.2	i	14.7%	1.1%	7.9	i
O=C(O)c1ccc(N2C(=O)c3cccc(Oc4ccc(Cl)cc4)c3C2=O)cc1	9.7%	5.7	-0.5	i	-10.9%	10.9%	3.0	-17.7%

Continued (three carried over from the part before).
SMILES	EPAC2 ag	D3 antag	CCT modulator	Akt phos inh	EPAC2 antag	Mm-Cpn inhibitor	D3 ag	PTHR1 ag
CCN1CCN(C(c2cccs2)C(C)NS(=O)(=O)c2ccccc2)CC1 (configuration not stated)	2.5%	10.5	0.8	i	17.4%	-2.6%	-5.4	-21.6%
Cc1nn(-c2ccccc2C(F)(F)F)c(=O)c2noc(C)c12	2.4%	-4.5	0.2	i	14.7%	1.1%	7.9	i
O=C(O)c1ccc(N2C(=O)c3cccc(Oc4ccc(Cl)cc4)c3C2=O)cc1	9.7%	5.7	-0.5	i	-10.9%	10.9%	3.0	-17.7%
O=C(Nc1ccccc1Cl)c1cc(S(=O)(=O)N2CCOCC2)cs1	5.0%	6.7	-7.4	x	13.9%	2.1%	4.9	-6.9%
Cc1nc2sc(C(c3cccc(F)c3)N3CCCCC3)c(O)n2n1 (configuration not stated)	9.5%	-24.3	-2.6	i	-3.3%	-1.3%	-4.4	-16.9%[57.5 µM]
CCC(=O)Nc1ccc(-c2nnc(SCC(=O)NCC3CCCO3)n2C)cc1 (configuration not stated)	-4.1%	2.7	-0.3	i	4.7%	3.6%	2.5	i
COc1ccc(/C=N/NC(=O)c2ccccc2O)cc1Cn1cc(Cl)cn1	-9.9%	-5.5	1.8	i	18.1%	-0.4%	-4.1	-69.0%[inhibitor]
CCOC(=O)N1CCN(S(=O)(=O)c2ccc(C(=O)Nc3nnc(C4CC4)o3)cc2)CC1	-8.2%	6.6	-7.4	i	18.8%	0.4%	-0.9	i
CCCn1cc(S(=O)(=O)c2ccccc2)c(=O)c2cc(CC)ccc21	8.8%	5.4	-2.0	i	2.3%	-4.5%	4.8	-77.2%[inhibitor]
O=C(Nc1ccc(Cc2ccc(NC(=O)C3CC3)cc2)cc1)C1CC1	-5.8%	0.0	0.9	i	4.6%	0.6%	0.6	-13.5%
Cc1ccc(SCCC(=O)N/N=C/c2ccncc2)cc1	9.1%	11.4	-1.3	i	6.7%	2.3%	-1.2	i
CNC[C@H]1Oc2c(NS(=O)(=O)c3ccc(F)cc3)cccc2C(=O)N([C@H](C)CO)C[C@@H]1C	-15.3%	3.8	-0.3	i	-14.1%	-1.4%	1.4	-13.5%
CCOc1ccc(N2CC(C(=O)Nc3cc(S(=O)(=O)N4CCCCC4)ccc3C)CC2=O)cc1 (configuration not stated)	11.1%	-18.6	-3.2	i	3.9%	-4.6%	-9.9	-48.3%[inhibitor]
O=C(Nc1cccc(C(F)(F)F)c1)c1ccc2nc(-c3ccco3)c(-c3ccco3)nc2c1	-28.4%	0.0	0.0	i	u	0.6%	1.6	i
NC(=O)C1(N2CCCCC2)CCN(S(=O)(=O)c2ccc(Cl)s2)CC1	-1.9%	5.1	0.0	i	-1.0%	-0.6%	1.3	-5.4%
Cc1ccccc1NC(=O)C(C)n1c2ccccc2c2nc(=O)cc(C)n21 (configuration not stated)	9.1%	-16.7	0.2	i	-2.9%	-0.1%	2.2	-22.8%
COc1ccc(CNc2cccnc2)c(OC)c1OC	-2.1%	-24.7	1.3	i	-2.1%	x	10.9	i
CCOC(=O)N1CCC(N2CCN(S(=O)(=O)c3ccc(NC(C)=O)cc3)CC2)CC1	6.5%	14.7	2.9	i	11.5%	0.3%	10.1	-1.2%[57.5 µM]
Cc1cccc(NC(=O)c2cc(Cl)nc3ccccc23)n1	12.0%	-2.9	-2.4	i	-7.3%	1.1%	-4.2	i
CC(=O)NC(c1ccccc1)c1nc(-c2ccc(Cl)cc2)cs1 (configuration not stated)	7.9%	0.0	-17.3	i	6.9%	x	-4.0	i
O=C(NCC1CC1)Nc1ccc(Cl)cc1	6.5%	13.2	-0.9	i	3.9%	-0.3%	1.7	-12.0%
O=c1cc(Nc2ccc3c(c2)OCCO3)[nH]c(=O)n1Cc1ccc(F)cc1	13.6%	-4.0	5.1	i	6.1%	3.2%	2.9	-22.1%[57.5 µM]
CCOc1ccc(CN2CCN(Cc3cnc(N4CCOCC4)s3)CC2CCO)cc1 (configuration not stated)	13.4%	-0.5	-1.1	i	1.8%	2.2%	-1.4	-0.3%
Cn1c2ccccc2c2cc(/C=N/NC(=O)c3cc(O)cc(O)c3)ccc21	14.1%	1.3	0.2	i	-2.9%	-4.1%	-11.3	i
COc1ccc(CCn2nnc3ccccc3c2=O)cc1OC	5.5%	18.9	-0.2	i	-4.5%	x	6.6	-18.8%
COc1cc(C(=O)N2Cc3cc4ccccc4nc3C2C)cc(OC)c1OC (configuration not stated)	1.0%	15.4	-0.2	i	2.3%	x	-0.6	-11.3%

Results in EPAC2 ag, D3 antag and Akt phos inh (three entries from above):
mol | EPAC2 ag | D3 antag | Akt phos inh
O=C(c1ccc(S(=O)(=O)c2ccccc2Cl)c([N+](=O)[O-])c1)N1CCCCCC1 | -1.0% | 61.4 | i
CCCOc1ccc(-c2c(C(=O)N/N=C/c3ccccc3OCC)nnn2-c2nonc2N)cc1 | -14.1% | 6.7 | i
CC(=O)NC(c1ccccc1)c1nc(-c2ccc(Cl)cc2)cs1 (configuration not stated) | 7.9% | 0.0 | i

Quoted at random: 2 compounds from above, in no set order.
SMILES	EPAC2 ag	D3 antag	CCT modulator	Akt phos inh	EPAC2 antag	Mm-Cpn inhibitor	D3 ag	PTHR1 ag
O=c1cc(Nc2ccc3c(c2)OCCO3)[nH]c(=O)n1Cc1ccc(F)cc1	13.6%	-4.0	5.1	i	6.1%	3.2%	2.9	-22.1%[57.5 µM]
COc1cccc(/C=N/NC(=O)CCc2n[nH]c(=O)[nH]c2=O)c1O	-7.0%	0.0	-1.5	i	7.2%	2.3%	4.9	-20.6%
